GSK3B inh – human GSK3beta kinase inhibitors, primary screen, biochemical, cell-free homogeneous, HTS | Glycogen synthase kinase-3 beta (Homo sapiens), P49841 | GST-GSK3beta kinase, ADP-Glo luminescence, 60 min; active compounds read low | activity score (negative = inhibition), % at 10 µM | 300,000 compounds, 0.038% hits;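 active = more than half of replicate wells score below -50%, meaning over 50% inhibition versus plate controls; inconclusive = some replicates but at most half score below -50%; inactive = no replicate scores below -50%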;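 also: 0% = median DMSO wells and -100% = median GW8510 positive control wells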
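Assay system: GST-fused GSK3beta enzyme, cell-free / Medium: Tris pH 7.5 buffer with MgCl2, DTT, BSA, heparin / Also added: peptide substrate plus 25 µM ATP (final) / Compound: 10 µM single point / Timing: kinase reaction with compound 60 min at room temperature / Detection: ADP-Glo luminescence / Benchmarks: DMSO neutral wells and GW8510 at 20 µM as positive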
DYRK1A inh – rat Dyrk1A kinase inhibitors, primary screen, biochemical, single point, plate reader; AID 504441, 2011; inhibition, % at 12.5 µM; Dual specificity tyrosine-phosphorylation-regulated kinase 1A (Rattus norvegicus), Q63470; 310,000 compounds, 0.43% hits; ADP-Glo luminescence, NFATc1 peptide; in the data active = inhibition above about 50%;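 also: plate controls were vehicle with enzyme for no effect and no enzyme for full effect; many of its hits are not listed in these tables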
PolyA inh – polyadenylation inhibitors in yeast reporter cells, primary screen, luminescence, S. cerevisiae | S. cerevisiae SKY197-pL101 polyadenylation reporter, beta-gal luminescence; efflux-impaired pdr1/pdr3 knockout yeast; score 100 = 6 SD above DMSO | calls only at 12 µM | 300,000 compounds, 0.02% hits | AID 1875, 2009;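 active = lowest replicate activity score at least 50, where 100 means six control SD above control mean; inconclusive = lowest score under 50 but half or more replicates reach 50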;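 also: yeast exposed to compound for 9 h at 30 °C; higher score means more reporter readthrough which indicates perturbed polyadenylation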
HSF1 activator – HSF-1 activators, primary screen, NIH3T3-HGL cells, MG132 stress, luminescence, single point. activation, % at 9 µM. 300,000 compounds, 1.7% hits. NIH3T3-HGL HSF-1 luciferase reporter, 8 h; 100% = twice DMSO control signal;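 active = mean replicate activation of at least 50% with a set share of replicates each reaching 50%; inconclusive = only one of those two conditions met; inactive = mean below 50% and too few replicates reaching it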;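 also: 0% = median of the neutral control wells and 100% = twice that signal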
GSK3 alpha inh – blockers of GSK3A enzyme activity – biochemical, luminescence, cell-free homogeneous, HTS, primary screen; Glycogen synthase kinase-3 alpha (Homo sapiens), P49840; GSK-3 alpha kinase, ADP-Glo luminescence, 60 min; inhibition, % at 10 µM; 320,000 compounds, 0.1% hits;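 in the data active = inhibition above about 50%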;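 also: GST-tagged GSK-3 alpha with peptide substrate and 25 µM ATP; 0% = DMSO neutral wells and 100% = GW8510 positive control wells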
Target sequence (P49840 whole entry, looked up): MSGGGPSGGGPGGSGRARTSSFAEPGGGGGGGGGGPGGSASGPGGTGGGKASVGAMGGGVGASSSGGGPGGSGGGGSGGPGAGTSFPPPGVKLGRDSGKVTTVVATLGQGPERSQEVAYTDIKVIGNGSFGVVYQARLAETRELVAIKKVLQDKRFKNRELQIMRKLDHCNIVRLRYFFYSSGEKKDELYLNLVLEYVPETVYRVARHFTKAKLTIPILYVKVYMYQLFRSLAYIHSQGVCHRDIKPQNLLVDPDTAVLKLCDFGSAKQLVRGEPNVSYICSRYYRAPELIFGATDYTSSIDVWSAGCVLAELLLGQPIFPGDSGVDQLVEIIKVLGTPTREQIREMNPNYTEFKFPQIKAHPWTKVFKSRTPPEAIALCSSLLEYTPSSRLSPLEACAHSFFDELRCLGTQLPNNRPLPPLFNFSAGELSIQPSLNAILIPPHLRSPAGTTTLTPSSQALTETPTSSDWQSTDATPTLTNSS
AI-2 QS modul – Vibrio harveyi AI-2 quorum sensing modulators, primary screen, JMH597 strain, luminescence/OD600 ratio | Vibrio harveyi JMH597 AI-2 luminescence/OD600 ratio, 9 h; active compounds read low; strain lacks LuxN and CqsS sensors; 0 = neutral-control median | activity change, % at 7.5 µM | 300,000 compounds, 0.4% hits | AID 2094, 2009; in the data active = activity change below about -75%, passing the limit was not always enough; inconclusive = no clear call, values can overlap the other calls;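 also: luminescence divided by OD600 gain over 9 h not by final OD600 alone; inactives centre near 13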
HSF1 inh – HSF1 inhibitors in luciferase reporter cells, primary screen, cell-based, NIH3T3, luminescence; NIH3T3-HGL HSE-luciferase, MG132-induced, luminescence 8 h; active compounds read low; activity change, negative = inhibition, % at 7.5 µM (by protocol); 300,000 compounds, 0.77% hits;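 active = more than half of replicate wells show activity change below -50%, luminescence cut by over half; inconclusive = some wells, but at most half, below -50%; inactive = no replicate well below -50%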;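 also: luciferase reports HSF-1 transcriptional activity via heat shock element; 0% = median of DMSO wells and -100% = zero luminescence signal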
Platelet DG rel – inhibitors of platelet dense granule secretion, primary screen, cell-based, MLPCN, human platelets; human platelet-rich plasma, SFLLRN dense granule ATP release, luminescence; inhibition, %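 (compounds screened at 7.5 µM in platelet-rich plasma)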; 300,000 compounds, 0.22% hits; AID 1663, 2009;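 active = mean replicate score, as percent of positive control, at or above 50; inconclusive = mean below 50 but at least one replicate at or above 50; inactive = mean and every replicate below 50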
HDAC3 inh – HDAC3 deacetylase inhibitors, primary screen, biochemical, fluorescence, cell-free homogeneous; Histone deacetylase 3 (Homo sapiens), O15379; inhibition, % at 8.3 µM; 320,000 compounds, 0.15% hits; recombinant HDAC3, fluorogenic peptide/trypsin coupled; in the data active = inhibition above about 26%, passing the limit was not always enough; inconclusive = no clear call, values can overlap the other calls
Target sequence (O15379 whole entry, looked up): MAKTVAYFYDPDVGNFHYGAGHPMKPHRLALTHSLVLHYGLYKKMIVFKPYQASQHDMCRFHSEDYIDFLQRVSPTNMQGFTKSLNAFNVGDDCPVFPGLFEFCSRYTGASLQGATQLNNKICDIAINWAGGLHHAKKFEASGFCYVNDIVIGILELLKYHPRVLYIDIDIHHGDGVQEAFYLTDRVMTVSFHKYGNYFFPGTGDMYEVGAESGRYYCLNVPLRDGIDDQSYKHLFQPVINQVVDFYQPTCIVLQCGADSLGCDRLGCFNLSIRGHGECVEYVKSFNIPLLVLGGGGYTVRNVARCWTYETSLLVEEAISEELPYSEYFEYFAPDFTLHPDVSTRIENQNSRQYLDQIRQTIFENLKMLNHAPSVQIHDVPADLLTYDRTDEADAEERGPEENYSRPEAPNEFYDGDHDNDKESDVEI
HSP90 refold inh – HSP90 inhibitors, primary screen, cell lysate, luminescence; Heat shock protein HSP 90 (rabbit reticulocyte lysate; luciferase refolding); inhibition, % at 5.6 µM; 290,000 compounds, 0.91% hits; AID 1789, 2009; Rabbit reticulocyte lysate, luciferase refolding luminescence, 3 h;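 active = inhibition above the screen-wide mean plus 3 SD, computed separately per campaign, cut at about 16% in these data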;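 also: 0% = DMSO wells and 100% = 60 µM geldanamycin wells; inhibitors lower the luminescence because luciferase stays unfolded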
* marks the source's active call; other numbers are inactive results; i = inactive; ? = inconclusive; . = not tested or not shown. Only part of the results is shown. The share of hits here may be higher or lower than overall.

nr | canonical_smiles | GSK3B inh | DYRK1A inh | PolyA inh | HSF1 activator | GSK3 alpha inh | AI-2 QS modul | HSF1 inh | Platelet DG rel | HDAC3 inh | HSP90 refold inh
1 | NS(=O)(=O)c1cccc(NC(=O)CSc2nc3ccccc3[nH]2)c1 | 1 | -6 | i | -2 | 4 | 40 | 0 | 0 | . | 2
2 | CC(=O)Nc1cccc(NC(=O)CSc2nnc(Cc3cccn3C)n2CCc2ccccc2)c1 | -2 | -3 | i | 8 | -3 | -1 | 0 | 4 | 5 | 1
3 | COc1ccc(NC(=O)CSc2nnc(C)n2C2CCCCC2)cc1 | 5 | -5 | i | -9 | -1 | 22 | -11 | 9 | -9 | 0
4 | C=CCn1c(=S)[nH]c2scc(-c3ccc(C)o3)c2c1=O | -1 | 0 | i | 22 | 2 | 48 | 18 | 1 | 1 | 3
5 | O=C(O)C1=C[C@@H](C2CC2)C[C@@H](OCc2ccc(CO)cc2)O1 | 7 | 7 | i | 17 | 2 | 16 | -2 | -4 | -1 | 4
6 | Fc1ccc(NC(=S)Nc2cccc3ccccc23)cc1 | -1 | -3 | i | -45 | 1 | 6 | -37 | -2 | ? | 2
7 | CCOC(=O)N1CCN(S(=O)(=O)N2CCCC(C(=O)NCc3cccc(OC)c3)C2)CC1 (centres undefined) | 2 | 5 | i | -6 | 0 | 19 | -5 | -11 | 5 | 1
8 | C=C1CCC[C@]2(C)C[C@H]3OC(=O)C(CNCCN(C)C)[C@H]3CC12 (some centres undefined) | -2 | -5 | i | 19 | 0 | 7 | 13 | -3 | 3 | -3
9 | Cc1cc(=O)oc2cc(OCC(=O)N3CC[C@@]4(O)CCCC[C@H]4C3)c(Cl)cc12 | -1 | 3 | i | -2 | 0 | 64 | -6 | 1 | 0 | -3
10 | COC(=O)c1cc(N2C(=O)C3C4C=CC(CC4)C3C2=O)ccc1Cl (centres undefined) | 2 | -3 | i | -6 | 0 | 16 | 3 | -7 | 9 | 5
11 | Cc1ccc(C(C(=O)NC2CCCCC2)N(C(=O)Cc2c[nH]c3ccccc23)c2ccccc2)o1 (centres undefined) | 1 | 8 | i | 58* | -1 | 21 | 32 | -4 | 2 | 3
12 | CCOc1cccc(OCCOCCN(C)Cc2ccccc2)c1 | 0 | 0 | i | -14 | -2 | 15 | -2 | -8 | 1 | -1
13 | COc1ccc(C)cc1Nc1nc(-c2c[nH]c3ccccc23)cs1 | -3 | 6 | i | -3 | 1 | 27 | -6 | 0 | 1 | 0
14 | O=C(C[n+]1ccncc1)c1ccccc1 | 2 | 10 | i | -5 | -2 | 9 | -11 | 6 | -8 | -2
15 | O=S(=O)(c1ccc2ccccc2c1)N1CCN(C(=S)Nc2ccccc2F)CC1 | -3 | -15 | i | 18 | . | -97* | 6 | 1 | -2 | -1
16 | COC(=O)c1ccc(N2NC(=O)/C(=C/c3cc(OC)c(O)c(OC)c3)C2=O)cc1 | 1 | . | i | 9 | 1 | 12 | -1 | 8 | -3 | 3
17 | O=C(CCCc1c[nH]c2ccccc12)N[C@@H](Cc1c[nH]c2ccccc12)C(=O)O | 1 | 3 | i | 7 | -3 | 13 | -7 | 3 | -2 | -3
18 | Cn1c(=O)c2c(nc(N3CCOCC3)n2CCCNC2=NCCCCC2)n(C)c1=O | -3 | 3 | i | 0 | -4 | 14 | -2 | 7 | -2 | -3
19 | Cc1cc(C)c2nc(NC(=O)c3cc(C)on3)sc2c1 | -3 | -5 | i | 23 | 0 | 24 | -5 | -1 | -3 | 6
20 | COc1ccc(C(=O)Nc2ccnn2C2CCN(CC3CC=CCC3)CC2)cc1 (centres undefined) | -5 | 8 | i | 16 | -1 | 3 | 8 | -20 | -1 | -1
21 | CCN(CC)S(=O)(=O)c1ccc(N2CCOCC2)c(NC(=O)c2ccc(NC(C)=O)cc2)c1 | 1 | -10 | i | 0 | -2 | 8 | -6 | 6 | 19 | 1
22 | O=C(NNc1ncnc2sccc12)c1ccc(Cl)cc1 | -3 | 1 | i | 5 | 0 | 22 | 12 | 13 | 4 | -2
23 | CCN(CC)c1ccc(NC(=O)c2c(C)noc2C)cc1 | 4 | . | i | 0 | 4 | 19 | -1 | 15 | -3 | -5
24 | CCOCC(=O)Nc1nc2ccc(S(C)(=O)=O)cc2s1 | 0 | 7 | i | 8 | 4 | 20 | -7 | 6 | 15 | 7
25 | Cc1ccc(Cn2c(=N)c(C(=O)NC3CCCC3)cc3c(=O)n4ccccc4nc32)cc1 | -2 | -3 | i | -13 | 0 | 5 | -3 | 4 | -12 | -4
26 | O=C(NN1CCOCC1)c1cc(S(=O)(=O)Nc2cccc(C(F)(F)F)c2)ccc1Cl | -1 | -2 | i | -7 | -1 | 0 | -2 | -1 | 1 | -3
27 | CC(C)=CC(=O)OCC(=O)Nc1ccc(F)cc1Cl | -2 | 10 | i | 9 | -4 | 24 | -8 | 1 | 1 | 1
28 | COc1cc(C2C(C(=O)c3ccc(C)o3)=C(O)C(=O)N2Cc2ccccc2)ccc1O (centres undefined) | -6 | 5 | i | -16 | . | 63 | -3 | -2 | . | .
29 | Cc1ccc(S(=O)(=O)c2nc(S(C)(=O)=O)sc2N2CCCC2)cc1 | -1 | -2 | i | 9 | -1 | 13 | -7 | 15 | ? | -2
30 | CCc1n[nH]c(=S)n1/N=C/c1cccc2ccccc12 | -1 | 0 | i | -21 | 1 | 35 | -3 | 4 | 1 | 3
31 | COc1ccc(NC(=O)Cn2nc(Cc3cccnc3)c3ccccc3c2=O)cc1OC | 3 | -1 | i | -6 | -1 | 4 | -7 | -1 | . | 0
32 | CCOC(=O)c1oc2c(CN3CCCCC3C)c(O)ccc2c(=O)c1-c1ccc(OC)c(OC)c1 (centres undefined) | 2 | 3 | i | -1 | 4 | 17 | 0 | -4 | -1 | -3
33 | CCN(CC)CCCN(C(=O)c1ccco1)c1nc(-c2ccc(C)cc2)cs1 | -1 | . | i | -76 | 1 | 9 | -69* | 3 | 2 | 3
34 | O=C(c1ccccc1)N1N=C(C(F)(F)F)CC1(O)c1ccc(F)cc1 (centres undefined) | -4 | -3 | i | 33 | 3 | -9 | 24 | 16 | -4 | 4
35 | N#Cc1cc(C#N)c(N2CCN(c3ccccn3)CC2)nc1N | 2 | 6 | i | 47 | 3 | 1 | 40 | -16 | 3 | 1
36 | Cc1cccc(CC(C)NC(=O)c2cc(COc3ccc(C)c(C)c3)on2)n1 (centres undefined) | 0 | 1 | i | 35 | -3 | -2 | 23 | -6 | -1 | 2
37 | CCn1c(SCc2ccccc2)nc2ccccc2c1=O | -2 | 1 | i | 1 | -1 | 28 | -1 | 9 | -5 | .
38 | NS(=O)(=O)c1ccc(NC(=O)Nc2cccc(Cl)c2)cc1 | 4 | 36 | i | 3 | -3 | 11 | 6 | 6 | 0 | -2
39 | Cc1cc(C)c(S(=O)(=O)Nc2ccccc2-c2ccccc2)c(C)c1 | -1 | -4 | i | 4 | 0 | 14 | -4 | -7 | 7 | 3
40 | CCc1nnc(NC(=O)c2ccc(-c3ccccc3Cl)o2)s1 | 1 | -4 | i | 14 | 2 | 14 | -3 | -5 | -8 | 1

In the list so far, 6 contain an NH in an aromatic ring.
nr | canonical_smiles | GSK3B inh | DYRK1A inh | PolyA inh | HSF1 activator | GSK3 alpha inh | AI-2 QS modul | HSF1 inh | Platelet DG rel | HDAC3 inh | HSP90 refold inh
1 | NS(=O)(=O)c1cccc(NC(=O)CSc2nc3ccccc3[nH]2)c1 | 1 | -6 | i | -2 | 4 | 40 | 0 | 0 | . | 2
4 | C=CCn1c(=S)[nH]c2scc(-c3ccc(C)o3)c2c1=O | -1 | 0 | i | 22 | 2 | 48 | 18 | 1 | 1 | 3
11 | Cc1ccc(C(C(=O)NC2CCCCC2)N(C(=O)Cc2c[nH]c3ccccc23)c2ccccc2)o1 (centres undefined) | 1 | 8 | i | 58* | -1 | 21 | 32 | -4 | 2 | 3
13 | COc1ccc(C)cc1Nc1nc(-c2c[nH]c3ccccc23)cs1 | -3 | 6 | i | -3 | 1 | 27 | -6 | 0 | 1 | 0
17 | O=C(CCCc1c[nH]c2ccccc12)N[C@@H](Cc1c[nH]c2ccccc12)C(=O)O | 1 | 3 | i | 7 | -3 | 13 | -7 | 3 | -2 | -3
30 | CCc1n[nH]c(=S)n1/N=C/c1cccc2ccccc12 | -1 | 0 | i | -21 | 1 | 35 | -3 | 4 | 1 | 3

(cont.)
nr | canonical_smiles | GSK3B inh | DYRK1A inh | PolyA inh | HSF1 activator | GSK3 alpha inh | AI-2 QS modul | HSF1 inh | Platelet DG rel | HDAC3 inh | HSP90 refold inh
41 | Cc1ccccc1NC(=O)N1CCCC(c2nc(-c3ccc(F)cc3)no2)C1 (centres undefined) | 1 | 1 | i | -6 | -5 | 7 | -10 | -3 | -6 | -4
42 | Cc1cc(C)cc(Nc2c3c(nc4ncnn24)CCC3)c1 | -5 | 3 | i | 6 | 0 | -10 | 15 | 0 | 0 | 0
43 | O=C(NNC(=O)c1ccc[nH]1)c1cccc(C(F)(F)F)c1 | -4 | 1 | i | 3 | -3 | 3 | 4 | -30 | 4 | -1
44 | O=C(Nc1nnc(-c2ccncc2)s1)Nc1ccccc1F | 2 | 4 | i | 5 | 0 | 14 | 15 | -5 | 0 | -1
45 | Cc1onc(-c2ccccc2)c1C(=O)OCCOc1ccccc1F | 2 | -4 | i | 1 | 2 | -9 | -5 | -4 | 5 | 1
46 | CCCOc1ccc(N/C=C/C(=O)c2ccc(OC)c(OC)c2)cc1 | . | -4 | i | -2 | -1 | . | -1 | 3 | -5 | 3

Compound profiles (already shown). Screens in order: GSK3B inh	DYRK1A inh	PolyA inh	HSF1 activator	GSK3 alpha inh	AI-2 QS modul	HSF1 inh	Platelet DG rel	HDAC3 inh	HSP90 refold inh
`O=C(Nc1nnc(-c2ccncc2)s1)Nc1ccccc1F` in the list: 2	4	i	5	0	14	15	-5	0	-1
`Cc1cc(C)cc(Nc2c3c(nc4ncnn24)CCC3)c1` in the list: -5	3	i	6	0	-10	15	0	0	0
